EWS-Fli block: blocks EWS/Fli oncoprotein-driven transcription | A673 NR0B1-luciferase reporter, viability-normalised | inhibition, % at 12.6 µM | 350,000 tested, 0.67% active;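 active = mean inhibition of at least 50% after viability correction, with every replicate also passing that limit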;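 note: firefly luciferase signal divided by Alamar Blue viability fluorescence both relative to DMSO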
PGC1a acetyl inh: PGC1a acetylation modulation, inhibitor mode; U2OS PGC1a acetylation, AlphaScreen anti-acetyl-lysine; with virally co-expressed GCN5 acetyltransferase; inhibition, % at 15.6 µM; 350,000 tested, 0.17% active;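 active = every replicate shows inhibition of at least 40%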;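 note: 0% = neutral control wells and 100% = positive control wells; some results beyond the cut were filed as inactive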
Cneo AK release: Cryptococcus neoformans lysis via adenylate kinase release; C. neoformans lysis, adenylate kinase release luminescence, 4 h; normalised: neutral wells 0, clomiphene wells 100; lysis activity, % at 15 µM; 360,000 tested, 0.2% active;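 active = mean lysis activity across replicates of at least 80%, whatever share of replicates individually reach that level; inactive = mean lysis activity below 80%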
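Assay system: Cryptococcus neoformans yeast cells / Dosing: single-point compound dose / Timing: 4 h at 37 °C static, read 1 h later / Measured by: luminescence of released adenylate kinase using an AK detection reagent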
PAX8 reporter: lowers PAX8-driven luciferase in RMG-I cells. RMG-I TPO-luciferase reporter, SteadyGlo, 24 h. inhibition, % at 12.6 µM. 360,000 tested, 1.2% active. AID 652154;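 active = mean replicate inhibition at least 60% with every replicate also reaching 60%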;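 note: luciferase light reporting Pax8 driven TPO promoter activity; plate controls were median of neutral control wells for no effect and mitoxantrone controls for full effect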
miR122 inh: inhibitors of miR-122 in Huh7 cells. AID 602342. 340,000 tested, 0.3% active. activation (reporter increase), % at 12.5 µM. Huh7 miR-122 Renilla luciferase sensor, 48 h; neutral wells = 0, positive control = 100;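 active = mean replicate activation score at least 90 and every replicate individually at or above 90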;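 note: higher luciferase means less miR-122 activity so hits act as miR-122 inhibitors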
LGR2 inh: blocks bursicon-induced cAMP signaling via Drosophila LGR2 | inhibition, % at 9.99 µM | HEK293 LGR2, CRE-luciferase, bursicon-stimulated, 4 h | 380,000 tested, 0.35% active | AID 720647;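 active = drop in luminescence signal, shown as inhibition above about 50% in the replicate tests, limit read from the data, passing the limit was not always enough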;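 note: agonist challenge used bursicon conditioned medium at about half maximal strength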
Casp6 inh: caspase-6 (human) enzyme inhibition. AID 686996. inhibition, % at 12.5 µM. purified caspase-6, Z-VEID-R110 cleavage fluorescence. P55212. 350,000 tested, 0.53% active;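 active = mean inhibition across replicates at least about 35%, with every replicate also reaching that limit, limit read from the data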;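 note: 0% = median of neutral control wells and 100% = no fluorescence left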
Target sequence (P55212 24-179 limits assumed): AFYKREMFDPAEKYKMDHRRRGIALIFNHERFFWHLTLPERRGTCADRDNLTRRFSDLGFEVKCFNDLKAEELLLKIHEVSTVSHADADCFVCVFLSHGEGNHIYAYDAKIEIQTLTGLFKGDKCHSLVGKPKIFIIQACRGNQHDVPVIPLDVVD
Target sequence (P55212 194-293 limits assumed): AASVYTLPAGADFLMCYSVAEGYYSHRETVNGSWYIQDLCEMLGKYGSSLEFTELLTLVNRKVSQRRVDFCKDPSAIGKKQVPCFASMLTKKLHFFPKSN
FN deposit inh: fibronectin deposition inhibition. AH1F fibroblasts, Alexa488-fibronectin deposition fluorescence, overnight. inhibition, % at 12.6 µM. 350,000 tested, 0.086% active. AID 743247;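 active = mean inhibition across replicates of 30% or more, regardless of how many single replicates reach that level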;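 note: positive control wells lacked labelled fibronectin entirely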
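material = AH1F fibroblast monolayer depositing Alexa488-labelled fibronectin into matrix | amount = 10000 AH1F cells/well | buffer or medium = DMEM plus 2% serum, read in PBS | incubation = 1 h cell adhesion before compound, then overnight fibronectin incubation | detection = fluorescence at 485 nm excitation, 525 nm emission | evaluation = percent inhibition as loss of matrix-bound fibronectin fluorescence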
An asterisk follows results filed as active; x = not tested or not shown; [ ] = another dose, or the depositor's remark.

The first three compounds (preview)
1. Cc1cc(=O)oc(C)c1C(=O)OCC(=O)c1ccccc1
2. O=C(Nc1ccccc1C(=O)O)c1cc(S(=O)(=O)NCc2ccccc2)ccc1Cl
3. COCCOC(=O)C1=C(C)NC(=O)NC1c1cccc(F)c1 (configuration not stated)

Screen / compound no.	1	2	3
PAX8 reporter	-40	-1	-1
PGC1a acetyl inh	-3	x	4
LGR2 inh	7	15	2
miR122 inh	0	-2	-6
Cneo AK release	0	-1	-1
Casp6 inh	3	-3	-1
EWS-Fli block	x	13	-8
FN deposit inh	0	6	-2

The whole of this part, previewed entries included:
1. Cc1cc(=O)oc(C)c1C(=O)OCC(=O)c1ccccc1
2. O=C(Nc1ccccc1C(=O)O)c1cc(S(=O)(=O)NCc2ccccc2)ccc1Cl
3. COCCOC(=O)C1=C(C)NC(=O)NC1c1cccc(F)c1 (configuration not stated)
4. C[C@H](CO)N1C[C@H](C)[C@H](CN(C)Cc2ccc(-c3ccccc3)cc2)Oc2c(NC(=O)Nc3ccc(F)cc3)cccc2C1=O
5. CC(=O)Nc1ccccc1NC(=O)c1ccccc1
6. CCOc1ccc(Cl)cc1CNCCNCCO

Screen / compound no.	1	2	3	4	5	6
PAX8 reporter	-40	-1	-1	x	21	x
PGC1a acetyl inh	-3	x	4	-12	x	-11
LGR2 inh	7	15	2	19	-1	-1
miR122 inh	0	-2	-6	-4[16.7 µM]	x	x
Cneo AK release	0	-1	-1	9	x	0
Casp6 inh	3	-3	-1	-1	-1	-11
EWS-Fli block	x	13	-8	12	5	x
FN deposit inh	0	6	-2	6	2	x

7. Cc1nnc(SCC2=C(C(=O)O)N3C(=O)C(NC(=O)Cc4ccccc4)C3SC2)s1 (configuration not stated)
8. Cc1ccc(NC(=O)Cc2cc(C(=O)O)c3ccccc3n2)c(C)c1
9. CC(=O)Oc1cc(C)c(Cl)c2c(OC(C)=O)cc(C(C)=O)c(O)c12
10. O=C(c1cccnc1)N1CC[C@@H]2[C@H](CO)Nc3ccc(C#Cc4cccnc4)cc3[C@@H]21
11. COc1ccc(CN(C(=O)c2cc(=O)c3ccccc3o2)C2CCS(=O)(=O)C2)cc1 (configuration not stated)
12. CCCNC(=O)N1CC2(C1)[C@@H](c1ccccc1)[C@@H](CO)N2Cc1cccc(Cl)c1

Screen / compound no.	7	8	9	10	11	12
PAX8 reporter	-10	70*	18	-4	18	-2
PGC1a acetyl inh	-3	x	x	5	6	-4
LGR2 inh	11	19	15	-8	-15	3
miR122 inh	-3	x	x	9[16.7 µM]	x	x
Cneo AK release	2	x	x	3	10	x
Casp6 inh	5	1	11	1	-1	0
EWS-Fli block	7	13	10	-6	16	7
FN deposit inh	x	-1	x	0	-9	x

13. O=C(NCC[C@H]1CC[C@@H](NS(=O)(=O)Cc2ccccc2)[C@@H](CO)O1)C1CC1
14. Cc1ccc(S(=O)(=O)Nc2cccc3c2O[C@H](CN(C)S(C)(=O)=O)[C@H](C)CN([C@H](C)CO)C3=O)cc1
15. CN1C(=O)c2cc(NC(=O)C3CC3)ccc2OC[C@@H]2O[C@H](CC(=O)NCC3CCCCC3)CC[C@H]21
16. CCOC(=O)c1c(N/N=C/c2cccnc2)n[nH]c1C
17. COc1cccc(NC(=O)C2(C)CCCN2C(=O)C(C)C)c1OC (configuration not stated)
18. O=S(=O)(Nc1ccccc1F)c1ccc2nsnc2c1

Screen / compound no.	13	14	15	16	17	18
PAX8 reporter	2	9	-11	-52	5	x
PGC1a acetyl inh	10	-1	-8	-3	1	2
LGR2 inh	-10	-2	4	-25	x	7
miR122 inh	x	15[16.7 µM]	0[16.7 µM]	20	-4	15
Cneo AK release	-3	-1	-1	3	2	0
Casp6 inh	1	0	0	-1	2	x
EWS-Fli block	1	-11	9	19	-3	x
FN deposit inh	-6	x	0	19	x	x

19. CN(C)c1ccc(N2[C@@H](CC(=O)O)c3cc(C(F)(F)F)ccc3S2(=O)=O)cc1
20. O=C1c2c(Cl)c(Cl)c(Cl)c(Cl)c2C(=O)N1c1nccs1
21. COc1ccc(CCN(Cc2cccs2)S(=O)(=O)c2ccc(S(=O)(=O)N(C)C3CCCCC3)cc2)cc1OC
22. C[C@@H]1CN([C@@H](C)CO)C(=O)c2cc(NC(=O)C3CCCCC3)ccc2O[C@@H](C)CCCCO[C@@H]1CN(C)Cc1ccc(C(F)(F)F)cc1
23. CC1c2cc3c(cc2CCN1CC(=O)Nc1ccccc1)OCCCO3 (configuration not stated)
24. COc1ccc(CNC(=O)CN(c2ccccc2OC)S(=O)(=O)c2cccs2)cc1

Screen / compound no.	19	20	21	22	23	24
PAX8 reporter	-14	x	-3	2	x	20
PGC1a acetyl inh	1	0	7	-3	-3	6
LGR2 inh	2	13	-2	16	-3	2
miR122 inh	3	-8	-2	-13[16.7 µM]	-6	-5
Cneo AK release	-1	0	x	0	8	-2
Casp6 inh	1	10	x	x	-4	1
EWS-Fli block	-14	13	x	1	2	5
FN deposit inh	1	1	2	x	x	2

25. CCOC(=O)C1=CN(Cc2cccc(F)c2)S(=O)(=O)N(C)C1CCc1ccccc1 (configuration not stated)
26. Cc1ccc(C(OC(=O)c2ccco2)C(=O)NC2CCCCC2)cc1 (configuration not stated)
27. CN(C)C(=O)C[C@H]1C[C@H]2c3cc(NS(=O)(=O)c4ccc(F)cc4)ccc3O[C@H]2[C@H](CO)O1
28. COc1ccc2[nH]c(C(O)(Cc3cccnc3)Cc3cccnc3)cc2c1
29. COc1ccc2cc(CCNC(=O)c3c(-c4ccccc4Cl)noc3C)c(=O)[nH]c2c1
30. C=C[C@@H](OC)[C@H](OC(=O)Nc1ccc(SC)cc1)c1ccc(OCCO)cc1

Screen / compound no.	25	26	27	28	29	30
PAX8 reporter	13	7	-2	21	-8	x
PGC1a acetyl inh	x	9	1	x	3	7
LGR2 inh	-3	x	-5	4	14	x
miR122 inh	x	7	-2[16.7 µM]	-7	3	x
Cneo AK release	1	1	62	-1	4	-6
Casp6 inh	0	x	x	-4	0	2
EWS-Fli block	1	x	5	1	-1	-19
FN deposit inh	3	-2	-7	12	1	x

31. O=C(c1ccccc1)c1ccc2nc(N3CCN(C(=O)c4ccco4)CC3)c3nncn3c2c1
32. CC(NC(=S)NNS(=O)(=O)c1ccc(C(C)(C)C)cc1)c1ccccc1 (configuration not stated)
33. COC(=O)[C@]12C[C@H](CC(=O)N3CCN(C(=O)c4ccco4)CC3)C(=O)N(Cc3ccccc3)C1=C[C@H](C(C)(C)C)O[C@@H]2C
34. O=C(Cc1cccs1)Nc1cccc(C(=O)Nc2ccc(C(=O)O)cc2)c1
35. Cc1c(N(C)CS(=O)(=O)O)c(=O)n(-c2ccccc2)n1C
36. Cc1ccccc1NC(=O)CC(C)S(=O)(=O)c1ccc2c(c1)NC(=O)CO2 (configuration not stated)

Screen / compound no.	31	32	33	34	35	36
PAX8 reporter	18	6	74*	4	-23	14
PGC1a acetyl inh	1	x	x	-3	-1	7
LGR2 inh	3	1	x	24	-26	4
miR122 inh	-7	x	x	-2	-3	1
Cneo AK release	0	x	x	x	1	3
Casp6 inh	1	-3	6	6	22	5
EWS-Fli block	12	0	6	-6	3	-1
FN deposit inh	6	-3	5	-6	-6	1

37. CCOC(=O)c1ccc(NC(=O)CN2C(=O)C(=O)N(CC(C)C)C2=O)cc1
38. COc1ccccc1-c1ccc([C@H]2[C@@H](CO)N3CCCCN(Cc4ccncc4)C[C@@H]23)cc1
39. C[C@@H]1CN([C@H](C)CO)C(=O)c2cccc(NS(=O)(=O)c3ccccc3)c2O[C@H]1CN(C)Cc1ccc(C(=O)O)cc1
40. CN1C(=O)/C(=C/c2ccc(OC(=O)c3ccco3)cc2)SC1=S
41. N#C/C(=C/c1cccc(O)c1)C(=O)NCc1ccc(Cl)cc1
42. CCC(=O)N1[C@H](CNC(C)=O)[C@H](c2ccc(-c3ccc(F)cc3)cc2)[C@@H]1CO

Screen / compound no.	37	38	39	40	41	42
PAX8 reporter	-5	18	-13	-1	8	-4
PGC1a acetyl inh	-5	-5	-1	x	x	10
LGR2 inh	x	-16	-9	2	13	-19
miR122 inh	8	10[16.7 µM]	-5[16.7 µM]	-5	x	12[16.7 µM]
Cneo AK release	2	-6	2	-1	-1	3
Casp6 inh	x	2	0	-1	-1	0
EWS-Fli block	x	2	-17	10	10	-4
FN deposit inh	20	x	-3	-6	-4	x

Full records as entered above:
CCC(=O)N1[C@H](CNC(C)=O)[C@H](c2ccc(-c3ccc(F)cc3)cc2)[C@@H]1CO as listed: PAX8 reporter = -4; PGC1a acetyl inh = 10; LGR2 inh = -19; miR122 inh = 12[16.7 µM]; Cneo AK release = 3; Casp6 inh = 0; EWS-Fli block = -4; FN deposit inh = x
CN1C(=O)/C(=C/c2ccc(OC(=O)c3ccco3)cc2)SC1=S as listed: PAX8 reporter = -1; PGC1a acetyl inh = x; LGR2 inh = 2; miR122 inh = -5; Cneo AK release = -1; Casp6 inh = -1; EWS-Fli block = 10; FN deposit inh = -6

Additional entries.
43. Cc1ccc(S(=O)(=O)NN=C2C(=O)C3CCC2C3Cl)cc1 (configuration not stated)
44. COc1ccc(-c2c(C(=O)O)nc3ccccc3c2C(=O)O)cc1
45. COc1cccc(CN(C)C(=O)c2ccc(S(=O)(=O)N3CCCC3)cc2)c1OC
46. O=C(Nc1cc(F)ccc1F)N[C@H]1C=C[C@@H](CC(=O)N2CCc3ccccc3C2)O[C@@H]1CO
47. O=C(NCCc1ccc(Cl)cc1)C1CCC(=O)N(C2CCCCCC2)C1 (configuration not stated)
48. CC(C)Oc1nc(-c2ccc(Cl)cc2)nc2ccccc12
49. Nc1nc(SCc2nc3sc4c(c3c(=O)[nH]2)CCCC4)n[nH]1

Screen / compound no.	43	44	45	46	47	48	49
PAX8 reporter	-17	x	9	3	7	1	3
PGC1a acetyl inh	x	5	-7	6	-12	-8	x
LGR2 inh	-34	3	x	5	-18	-3	-4
miR122 inh	x	-1	17	5[16.7 µM]	-6	-2	-5
Cneo AK release	x	1	-2	0	-7	2	-2
Casp6 inh	-2	x	x	0	29	-2	x
EWS-Fli block	-14	x	x	-6	x	12	x
FN deposit inh	-8	1	-2	-13	2	-3	-4

High-throughput results (PubChem)
